# Source: PubChem
# sPLA2-III inh – Inhibits HGIII-sPLA2 liposome hydrolysis, primary screen | inhibition, % at 12.2 µM | actives 0.56% (n = 370,000) | Q9NZ20 | QFRET BODIPY PC-A2 liposome hydrolysis, fluorescence;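 active = inhibition above mean plus 3 SD of compounds lying within the high and low control bounds, cut at about 19% in these data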;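 also: 0% = median of test compound wells and 100% = no enzyme DMSO wells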
# ARFGAP1 inh – inhibits rat ARF GTPase activating protein 1. Q62848. Arfgap1-stimulated ARF1 GTP hydrolysis, GDP FP detection. inhibition, % at 16.5 µM. actives 0.26% (n = 360,000). AID 651572;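 active = inhibition above a per-plate limit, mean inhibition of low control wells plus 3 SD, cut at about 25% in these data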;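 also: 0% = DMSO wells with enzyme and 100% = wells lacking Arfgap1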
# Target sequence (Q62848 1-136 limits assumed): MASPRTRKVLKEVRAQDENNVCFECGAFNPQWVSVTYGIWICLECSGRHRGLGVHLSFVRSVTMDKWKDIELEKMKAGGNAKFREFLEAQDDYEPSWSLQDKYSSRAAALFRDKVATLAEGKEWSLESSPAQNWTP
#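 Material – truncated rat Arfgap1 GAP domain · Buffer or medium – HEPES-based buffer, pH 7.5 · Reagent – human ARF1(Δ1-17)-GTP substrate · Dosing – 16.5 µM single point, 1.26% DMSO · Schedule – GTP hydrolysis reaction 2 h at 25 °C · Technique – GDP detection by fluorescence polarization · Benchmarks – No-Arfgap1 wells (100%) versus DMSO full-reaction wells (0%) · Repeats – single replicate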
# ADAM10 inh – ADAM10 inhibition, QFRET primary screen; recombinant ADAM10, EDANS/DABCYL FRET peptide cleavage, 3 h; inhibition, % at 7 µM; actives 0.62% (n = 370,000);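 active = inhibition above a per-campaign cutoff equal to the mean of compounds falling between control-based bounds plus 3 SD, cut at about 20% in these data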;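 also: 0% = DMSO wells while the 100% control is not disclosed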
# ASAP1 GAP inh – blocks human ASAP1-stimulated Arf1 GTP hydrolysis. GDP FP detection. inhibition, % at 16.5 µM. actives 0.19% (n = 360,000); in the data active = inhibition above about 25%;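 also: 0% = vehicle with enzyme and substrate and 100% = no enzyme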
# KLK7 zymogen act – activators of human kallikrein-7 zymogen; actives 0.9% (n = 370,000); activation, % at 7 µM; purified proKLK7, EDANS-DABCYL substrate fluorescence; 100% is mature enzyme control, 0% vehicle; P49862;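 active = activation above the mean of all tested compounds plus 3 SD, computed per campaign excluding outliers beyond control limits, cut at about 13% in these data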
# Target sequence (P49862 whole entry, looked up): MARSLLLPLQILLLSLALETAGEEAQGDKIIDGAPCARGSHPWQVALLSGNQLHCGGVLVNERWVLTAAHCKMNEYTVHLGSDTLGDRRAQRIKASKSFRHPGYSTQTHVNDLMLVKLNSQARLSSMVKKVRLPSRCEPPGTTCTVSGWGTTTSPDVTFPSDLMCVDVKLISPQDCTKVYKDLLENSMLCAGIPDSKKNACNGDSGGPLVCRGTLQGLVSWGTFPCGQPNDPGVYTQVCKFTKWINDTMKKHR
# GC-A act – GC-A (human) enzyme activation. P16066. HEK293 GC-A cells, cGMP TR-FRET, EC30 ANP; 0% at EC30 ANP, 100% saturating ANP. activation, % at 10 µM. actives 0.14% (n = 370,000); in the data active = activation above about 40%
# FXN GAA850 act – increases GAA850 frataxin promoter reporter activity; AID 540364; HEK293 lucGAA850 FXN promoter luciferase reporter, 24 h; percent of 10 µM SAHA response; activation, % at 6 µM; actives 0.56% (n = 360,000);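 active = activation above the average of all compounds screened plus 3 SD, cutoff fixed separately per campaign, cut at about 7.5% in these data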;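 also: 0% = DMSO wells and 100% = 10 µM SAHA wells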
# rCAG binder – binds r(CAG) RNA repeats; r(CAG) RNA repeat, TO-PRO-1 dye displacement fluorescence; inhibition, % at 3 µM; actives 1.3% (n = 370,000); AID 651821;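 active = inhibition above the plate cutoff, the mean of all test compounds on that plate plus 3 SD, cut at about 35% in these data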;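 also: 0% = DMSO alone and 100% = 100 µM mitoxantrone as full dye displacement; higher means more dye released from RNA so lower well fluorescence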
# GC-B act – GC-B (human) receptor activation; P20594; HEK293-GC-B cells, CNP EC30, cGMP TR-FRET; 0% at EC30 CNP, 100% saturating CNP; activation, % at 10 µM; actives 0.11% (n = 370,000); AID 1920062;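 active = activation at 10 µM reaching about 35% in either raw or pattern-adjusted values, limit read from the data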
# Tn6 DDE FP – inhibitors of Tn6 peptide binding to human fibrin DD(E) | Fibrin DD(E) TRITC-Tn6 fluorescence polarization displacement | AID 720509 | inhibition, % at 8.3 µM | actives 0.21% (n = 370,000) | P02675;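 active = inhibition above a per-campaign cutoff: mean of compounds within control limits plus 3 SD, cut at about 15% in these data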;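 also: 0% = median of all compound wells on the plate and 100% = blocking peptide control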
# Target sequence (P02675 whole entry, looked up): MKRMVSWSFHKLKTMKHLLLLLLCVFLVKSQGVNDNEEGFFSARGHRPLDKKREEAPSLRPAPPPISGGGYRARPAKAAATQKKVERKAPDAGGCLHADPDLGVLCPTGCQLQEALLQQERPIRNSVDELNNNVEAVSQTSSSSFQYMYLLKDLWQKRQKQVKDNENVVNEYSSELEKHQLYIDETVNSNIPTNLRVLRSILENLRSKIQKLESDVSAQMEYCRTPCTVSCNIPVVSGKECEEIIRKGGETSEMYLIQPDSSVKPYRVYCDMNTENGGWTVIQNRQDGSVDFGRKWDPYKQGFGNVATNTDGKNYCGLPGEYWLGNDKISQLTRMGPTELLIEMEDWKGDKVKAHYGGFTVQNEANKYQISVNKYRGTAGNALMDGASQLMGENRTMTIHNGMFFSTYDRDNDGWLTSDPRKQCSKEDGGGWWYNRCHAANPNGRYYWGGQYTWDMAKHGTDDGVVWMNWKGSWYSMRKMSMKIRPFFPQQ
# Starred values were filed as active, the others as inactive; . = no result given.
SMILES,sPLA2-III inh,ARFGAP1 inh,ADAM10 inh,ASAP1 GAP inh,KLK7 zymogen act,GC-A act,FXN GAA850 act,rCAG binder,GC-B act,Tn6 DDE FP
COc1ccc(CCC(C)NC2C3CC4CC(C3)CC2C4)cc1 (stereo not given),0,-23,3,0,-0.1,-5,1.0,7,-3,-5
c1csc(C2=NNC(=NC3CCCCC3)SC2)c1,1,5,-2,-2,-1.0,3,6.3,4,-2,3
CCCC[C@@H]1C[C@H]1[C@@H](NC(=O)c1ccco1)c1ccc(C(=O)OC)cc1,2,-4,-6,3,-0.4,2,.,5,4,9
O=C1CC2C(CCC23OCCO3)c2ccc3ccccc3c21 (stereo not given),7,5,-9,-17,0.1,-3,5.8,-2,-1,-1
Cc1ccc(-n2nc3c(=O)n(CCCC(=O)NCc4ccccc4F)nc(C)c3c2C)cc1,9,-12,-2,4,-0.1,0,-0.9,-3,-3,9
C=CCC1c2cccc(C(=O)O)c2C(=O)N1c1ccc(Cl)cc1 (stereo not given),-3,-4,-1,-11,-0.1,-2,1.9,3,9,1
CC1CCCC(C)N1/N=C/c1ccc(N(C)C)cc1 (stereo not given),6,2,-8,0,-0.6,-2,1.5,-4,0,-1
Cc1ccc(CC2(C)C(=O)Nc3ccc(OC(F)(F)F)cc32)cc1 (stereo not given),-6,-1,5,-3,-0.8,-5,-1.0,9,-4,-3
N#C/C(=C(/O)COC(=O)CSc1ccc(Cl)cc1)c1nc2ccccc2[nH]1,-23,6,-4,-6,-0.6,-3,2.9,22,-5,5
COc1ccc(CNC(=O)COC(=O)c2c(NC(C)=O)sc(C)c2C)cc1,0,-4,-25,8,-1.1,-1,-0.3,3,-3,-1
COc1ccc(NC(=O)C(c2ccncc2)n2c(=O)c(-c3ccco3)nc3ccccc32)cc1 (stereo not given),-3,5,-166,-17,1.1,8,.,15,4,-1
CCCN(CCC)S(=O)(=O)c1ccc2c(c1)CCCN2C(C)=O,-1,-1,6,4,0.1,-3,0.6,-4,2,-4
CC(Cl)C(=O)Nc1c2c(nn1-c1ccccc1)CSC2 (stereo not given),2,-5,-9,11,0.4,-2,1.0,12,-2,-1
CC(C)(C)NC(=O)CN(Cc1cccs1)C(=O)CN1C(=O)C(=O)c2ccccc21,0,1,-1,-2,0.3,-1,1.3,1,4,4
CC[C@]12c3[nH]c4cc(CCC(=O)N(C)C)ccc4c3CCN1C(=O)[C@@H](CC(=O)NC/C=C(\C)CCC=C(C)C)C[C@@H]2C(=O)N1CCN(C(=O)C2CC2)CC1,-26,-2,-2,-3,0.2,2,0.0,2,3,4
Oc1[nH]c2ccccc2c1N=Nc1cccc(Cl)c1,-1,3,-3,5,-0.1,4,6.6,6,-3,-6
Cc1cccc(Nc2c(F)c(F)c(F)c(F)c2C(=O)O)c1,-2,8,-6,2,-0.5,-3,0.0,2,4,8
CCCN(CCC)C(=O)C1CCCN1S(=O)(=O)c1cccc2nsnc12 (stereo not given),0,2,5,7,0.5,-2,-1.1,-3,3,-4
Cc1ncc(CN2CCN(C3CCCC3)C(CCO)C2)s1 (stereo not given),5,1,3,2,-0.1,2,0.3,-4,-4,0
CCOc1ccc(N2C(=O)CN(C)C2=S)cc1,-30,4,1,7,-0.2,2,1.3,2,6,7
COc1cc2nc(SCC(=O)NCCc3ccccc3)n(Cc3ccco3)c(=O)c2cc1OC,-7,4,3,-1,0.3,0,-1.6,2,-10,3
CC(C)C(=O)NNC(=O)c1csc(-c2cccs2)n1,9,6,-10,-1,0.2,1,1.6,-4,-3,2
COc1ccc(OC)c(N(CC(=O)N2CCCCC2)S(=O)(=O)c2ccc(OC)c(OC)c2)c1,7,10,-9,1,-0.4,-23,-0.7,-2,-16,-3
CCOc1ccc(S(=O)(=O)NCCC(=O)NCC2CCCO2)cc1 (stereo not given),0,0,2,7,0.7,0,0.9,-2,7,2
O=C(Nc1nncs1)c1cc(S(=O)(=O)N2CCOCC2)ccc1Cl,3,-1,4,-3,-0.2,-1,-0.3,2,2,2
COc1cc(C(=O)N(Cc2cccc(Cl)c2)C2CCS(=O)(=O)C2)cc(OC)c1OC (stereo not given),-5,-6,1,-9,-0.1,-18,-1.1,-6,-22,-3
COc1cnc(-c2ccccc2)nc1Oc1ccccc1C,-8,0,6,15,0.3,-7,1.2,-3,3,-2
O=C(Cc1ccc(Br)cc1)Nc1nc2ccccc2[nH]1,0,4,-7,5,0.1,-3,4.2,2,-6,8
CC(=O)NC1=NC(=O)/C(=C/N2CCCCC2)S1,1,5,-22,0,-0.7,6,1.3,1,0,-10
COc1ccc2nc(C)cc(N/N=C/c3cccc(OC)c3O)c2c1,-4,11,-4,4,0.0,-8,1.0,24,-18,-7

# Reformatted: six of the compounds above.
# Each structure is followed by: sPLA2-III inh, ARFGAP1 inh, ADAM10 inh, ASAP1 GAP inh, KLK7 zymogen act, GC-A act, FXN GAA850 act, rCAG binder, GC-B act, Tn6 DDE FP
Cc1ncc(CN2CCN(C3CCCC3)C(CCO)C2)s1 (stereo not given)
→ 5, 1, 3, 2, -0.1, 2, 0.3, -4, -4, 0
CC(C)C(=O)NNC(=O)c1csc(-c2cccs2)n1
→ 9, 6, -10, -1, 0.2, 1, 1.6, -4, -3, 2
COc1ccc(OC)c(N(CC(=O)N2CCCCC2)S(=O)(=O)c2ccc(OC)c(OC)c2)c1
→ 7, 10, -9, 1, -0.4, -23, -0.7, -2, -16, -3
CCOc1ccc(N2C(=O)CN(C)C2=S)cc1
→ -30, 4, 1, 7, -0.2, 2, 1.3, 2, 6, 7
COc1cc(C(=O)N(Cc2cccc(Cl)c2)C2CCS(=O)(=O)C2)cc(OC)c1OC (stereo not given)
→ -5, -6, 1, -9, -0.1, -18, -1.1, -6, -22, -3
CC(=O)NC1=NC(=O)/C(=C/N2CCCCC2)S1
→ 1, 5, -22, 0, -0.7, 6, 1.3, 1, 0, -10

# Additional results:
SMILES,sPLA2-III inh,ARFGAP1 inh,ADAM10 inh,ASAP1 GAP inh,KLK7 zymogen act,GC-A act,FXN GAA850 act,rCAG binder,GC-B act,Tn6 DDE FP
Cc1cc2nc(Cl)c(Cl)nc2cc1C,-1,11,0,0,0.2,6,2.1,0,2,6
O=C(CCCCl)NC(=S)Nc1ccc(N2CCOCC2)cc1,-1,-6,1,14,0.3,-1,1.5,-1,0,-2
Cc1nn(Cc2c(F)c(F)c(F)c(F)c2F)c(C)c1NC(=O)c1c([N+](=O)[O-])c(C)nn1C,5,6,5,-5,0.2,6,1.5,-4,6,2
COC(=O)c1cnc(Nc2nc(CN)cs2)nc1C(F)(F)F,5,11,0,7,-0.1,2,0.6,15,-3,10
O=C(CCc1ccccc1)NCc1cccnc1,-2,-6,0,-5,-0.8,4,-0.5,2,4,0
CC(=O)Nc1cccc(NC(=O)CCn2c(=O)sc3ccccc32)c1,4,-9,10,8,-0.2,-1,0.2,1,7,-9
CCCCN(CC)C(=O)Cn1cnc2ccc(S(=O)(=O)N3CCC(C)CC3)cc2c1=O,-6,7,3,-3,0.5,1,0.8,-3,3,2
O=C(CCCN1CCN(c2ccccc2)CC1)c1ccc(F)cc1,-5,-13,-5,2,-0.6,-1,0.2,-1,-4,3
COc1ccc2oc(C(=O)OCC(=O)N3CCCCC3)c(C)c2c1,12,12,-242,-3,2.4,4,3.2,3,2,6
CCCOc1ccc(N2C(=O)CC(NCCNc3ccc(S(=O)(=O)CC)cc3)C2=O)cc1 (stereo not given),-10,-5,4,-1,-0.2,1,-1.2,6,3,1
O=C(O)c1ccccc1NC(=O)c1cc2ccccc2oc1=O,5,1,2,12,0.4,-3,0.5,3,-3,1
CCn1c(NCc2cc(Br)ccc2NS(=O)(=O)c2ccc(C)cc2)nc2ccccc21,-6,19,7,16,-0.1,-11,-1.1,29,-19,-5
COc1ccccc1NS(=O)(=O)c1cc(NC(=O)C(C)C)ccc1N1CCCCC1,-27,10,12,0,-0.5,6,2.2,6,2,-1
COc1ccccc1C(=O)NCC(=O)N/N=C/c1cccc(Cl)c1,-3,4,1,15,0.5,-1,2.6,-3,-4,0
COc1ccc2nc(SCC(=O)Nc3ccc4c(c3)CCC4)[nH]c2c1,-18,18,12,6,-0.2,-3,0.4,6,-5,-7
Cc1ncc(C)c2c([N+](=O)[O-])cccc12,-2,5,-7,-13,0.9,-1,0.1,8,-6,-2
CS(=O)(=O)Nc1ccc(C(=O)NCCc2ccccc2)cc1,-4,-3,-4,-4,-0.6,7,4.0,2,-7,1
CN1OC[C@@H]2CN(S(=O)(=O)c3cccc(C(F)(F)F)c3)[C@H](c3ccc(N4CCCCC4)cc3)C[C@@H]21,6,-8,-9,-14,-0.4,-2,.,0,2,-1
CCCC(O)(c1ccc(CC)cc1)C(CN1CCOCC1)c1ccccc1 (stereo not given),-7,1,5,-5,0.3,-45,-1.6,-9,-13,3
NNc1nc(-c2ccccc2)nc2sc3c(c12)CCCC3,-2,3,0,15,-1.0,3,0.3,10,4,-4
CC(C)NC(=O)CN(Cc1ccc(F)cc1)C(=O)CCC(=O)Nc1nccs1,-4,-6,3,-3,0.2,-1,-0.2,-5,1,-3
NC(=O)c1ccc(NC(=O)COC(=O)c2cc([N+](=O)[O-])ccc2N2CCOCC2)cc1,2,-13,-4,-11,0.2,1,0.4,5,2,-4
CCOc1ccc(NC(=O)CCN2CCN(c3ccccc3)CC2)cc1,2,-2,-3,-6,0.1,1,-0.8,-3,0,-5
Cc1[nH]c2ccccc2c1CC(=O)Nc1ccc(Nc2ccncc2)cc1,-41,-5,-2,9,0.5,-6,.,9,-3,1
CCCC(=O)N1CCN(c2ccc(NC(=O)c3ccc([N+](=O)[O-])o3)cc2)CC1,-1,-2,2,9,0.3,0,7.2,-8,-2,5
CCOc1ccc2nc(Nc3nc4ccc(NC(C)=O)cc4s3)sc2c1,-6,16,-494,2,-8.0,-6,1.6,17,-9,-8
O=C(N/N=C\c1cccc(Br)c1)c1ccccc1-n1cccc1,-8,-6,-4,1,0.3,1,-0.8,0,-6,3
CC1=C(C(=O)Nc2ccccc2C(F)(F)F)C(c2ccc(C)s2)NC(=S)N1 (stereo not given),18,-8,-9,2,0.8,-7,1.1,-5,-5,0
CC(C)[C@H](NC(=O)c1ccccc1F)C(=O)OCC(=O)NC1CC1,2,0,-10,8,0.0,2,-1.7,1,-2,1
CC(=O)NC(=S)Nc1ccc([N+](=O)[O-])cc1C,8,-3,-7,4,-0.1,.,-1.5,-1,.,2
Fc1ccccc1-c1cc2ncccc2cn1,3,2,-1,-1,0.1,-2,2.2,3,-6,0
O=C1c2ccsc2SCCN1Cc1ccc(Cl)cc1Cl,-17,3,5,0,0.6,-3,1.8,-5,-1,-9
O=C(c1ccc2c(c1)[nH]c(=S)n1c3ccccc3nc21)N1CCN(c2ncccn2)CC1,5,-12,-13,9,0.3,10,-2.5,6,10,-4
COc1ccc(S(=O)(=O)N(C)C)cc1NC(=O)COC(=O)CC1CCCC1,-12,-1,1,4,0.1,-1,-0.1,-3,0,-2
O=C(OCCc1cc2ccccc2c(=O)o1)c1cccc(Br)c1,-14,-1,4,-6,0.1,-4,1.5,-2,-4,8
Fc1c(-c2ccc3ncnc(NCc4cccs4)c3c2)ccc2c1OCO2,-4,.,-48,.,.,26,.,.,19,-3
